From PubChem
Pol beta inh: inhibitors of human DNA polymerase beta. P06746. Pol beta primer extension/strand displacement, fluorescence kinetic. Potency, µM (highest dose often 114 µM), for inactives: at the highest dose activity change, negative = inhibition, hits mostly inhibitors. hit rate 1.3% among 340,000. AID 485314; note: potency is the fitted concentration of half-maximal effect; % is set by controls: 0 for no effect and ±100 for the full control effect
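Values derive from four-parameter Hill fits of normalized kinetic data: reads at 0 and 10 min following addition of 50 nM substrate to 10 nM Pol beta preincubated 15 min with compound.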
Pol kappa inh: DNA polymerase kappa (human) inhibition | purified Pol kappa, fluorescent DNA synthesis assay, 10 min | hit rate 0.53% among 400,000 | Q9UBT6 | Potency, µM (top dose mostly 107 µM), inactives show at the top dose activity, negative = inhibition, most hits filed as inhibitors; note: potency is the fitted concentration of half-maximal effect; % is set by controls: 0 for no effect and ±100 for the full control effect
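Here, compound and 10 nM enzyme are combined for 15 min at room temperature; adding 50 nM substrate (final) starts DNA synthesis, tracked by fluorescence at 0 and 10 min against buffer-only wells.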
Pol iota inh: inhibitors of human DNA polymerase iota. Q9UNA4. AID 588590. Potency, µM (titrated, usually from 115 µM), for the others: top-dose activity, negative = inhibition, usual class: inhibitors. Pol iota fluorescent replication assay, 10 min. hit rate 1% among 390,000; note: potency is the fitted concentration of half-maximal effect
Target sequence (Q9UNA4 whole entry, looked up): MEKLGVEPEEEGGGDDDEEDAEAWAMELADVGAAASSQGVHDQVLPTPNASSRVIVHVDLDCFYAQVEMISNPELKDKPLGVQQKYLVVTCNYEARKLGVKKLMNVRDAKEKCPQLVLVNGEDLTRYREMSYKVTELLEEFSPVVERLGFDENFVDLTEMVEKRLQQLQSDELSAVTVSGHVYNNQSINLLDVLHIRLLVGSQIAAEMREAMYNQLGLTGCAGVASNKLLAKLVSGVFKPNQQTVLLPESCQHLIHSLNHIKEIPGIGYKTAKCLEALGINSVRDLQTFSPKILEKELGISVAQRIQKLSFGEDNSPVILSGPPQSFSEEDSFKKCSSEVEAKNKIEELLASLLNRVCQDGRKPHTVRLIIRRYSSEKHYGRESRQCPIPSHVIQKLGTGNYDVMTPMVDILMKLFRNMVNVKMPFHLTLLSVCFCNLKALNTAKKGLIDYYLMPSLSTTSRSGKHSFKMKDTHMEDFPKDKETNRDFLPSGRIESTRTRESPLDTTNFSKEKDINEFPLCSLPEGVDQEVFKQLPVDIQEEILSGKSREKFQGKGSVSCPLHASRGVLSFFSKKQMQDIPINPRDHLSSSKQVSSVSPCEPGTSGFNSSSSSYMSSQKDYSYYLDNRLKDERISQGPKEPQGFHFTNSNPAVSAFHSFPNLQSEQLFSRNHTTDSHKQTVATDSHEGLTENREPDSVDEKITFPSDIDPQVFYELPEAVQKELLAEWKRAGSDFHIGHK
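Pol iota at 10 nM preincubated 15 min with compounds at room temperature; reaction started with fluorescent substrate, 50 nM final. Fluorescence read kinetically at 0 and 10 min; buffer-only wells as negative control.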
GRP78 ERSR act: induces the endoplasmic reticulum stress response in human glioma cells; U87-MG GRP78 promoter luciferase reporter, 16 h; Potency, µM, for inactives: at the highest dose activation, hits mostly activators; hit rate 0.02% among 420,000; note: potency is the fitted concentration of half-maximal effect; series mostly up to about 76 µM; % of control where 0% means no effect; nearly all actives have a fitted effect of over 35% in size
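Stably transfected U87-MG glioma cells carrying a GRP78-based luciferase sensor; 16 h compound incubation. Luminescence end-point read 10 min after Bright-Glo addition at room temperature.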
LDHA inh: LDHA (human) enzyme inhibition; AID 1347041; activity change, % (values are at about 110 or 230 µM); hit rate 0.15% among 480,000; purified LDHA, NADH/diaphorase-resazurin fluorescence; stronger effect = lower value; P00338; in the data active = activity change below about -30%; inconclusive = mostly about -25% to -30%;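 note: plate controls were DMSO wells for no effect and wells without enzyme for full effect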
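Human LDH5 (2 nM) was incubated with 0.06 mM NADH and 0.2 mM pyruvate for 5 min at room temperature in Tris pH 7.4. Remaining NADH was coupled through diaphorase/resazurin, and resorufin fluorescence was read at 0 and 20 min.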
Anesthetic bind: candidate novel general anesthetic via apoferritin binding; P02791; Potency, µM (highest dose often 77.5 µM), without a hit: top-dose activity change, negative = displacement, most hits filed as inhibitors; apoferritin/1-aminoanthracene competitive binding, fluorescence; AID 485281; hit rate 0.074% among 350,000; note: potency is the fitted concentration of half-maximal effect; % is set by controls: 0 for no effect and ±100 for the full control effect; nearly all actives have a fitted effect of over 20% in size
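In PBS, apoferritin at 10 uM is loaded with 1-AMA from a 50% saturated solution. After 10 min of compound exposure at ambient temperature, reduced 535 nm fluorescence indicates probe displacement.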
APEX1 inh: APE1 (human) endonuclease inhibition; P27695; recombinant APE1, TAMRA/BHQ-2 abasic DNA cleavage fluorescence; Potency, µM (series often up to 65.8 µM), for the others: at the top dose activity change, negative = inhibition, usual class: inhibitors; hit rate 0.35% among 350,000;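 note: potency is the fitted concentration of half-maximal effect; plate controls were vehicle for no effect and reference inhibitor for full effect; nearly all actives have a fitted effect of over 55% in size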
Target sequence (P27695 whole entry, looked up): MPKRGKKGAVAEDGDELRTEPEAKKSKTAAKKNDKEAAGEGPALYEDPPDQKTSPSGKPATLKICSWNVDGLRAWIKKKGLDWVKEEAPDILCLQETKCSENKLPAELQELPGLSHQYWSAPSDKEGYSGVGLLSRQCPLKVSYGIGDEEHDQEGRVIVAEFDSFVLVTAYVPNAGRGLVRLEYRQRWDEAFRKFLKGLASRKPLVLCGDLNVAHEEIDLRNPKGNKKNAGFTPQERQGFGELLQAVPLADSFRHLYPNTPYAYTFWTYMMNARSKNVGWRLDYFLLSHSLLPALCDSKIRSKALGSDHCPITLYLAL
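Incision of a quenched TAMRA/BHQ-2 THF abasic-site duplex (50 nM) by 0.75 nM APE1, after 15 min compound preincubation, measured as fluorescence increase over three 60 s reads. Values normalized to buffer, DMSO and NSC13755 control wells.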
POLH inh: blocks human DNA polymerase eta activity; Q9Y253; recombinant Pol eta, fluorescent DNA replication assay; Potency, µM (top dose mostly 114 µM), for inactives: at the highest dose activity change, negative = inhibition, most hits filed as inhibitors; hit rate 1.2% among 390,000; AID 588591; note: potency is the fitted concentration of half-maximal effect; % is set by controls: 0 for no effect and ±100 for the full control effect
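Pol eta (10 nM) was preincubated with compounds for 15 min at room temperature, after which fluorescent replication substrate (50 nM final) was added to start the reaction. Fluorescence was read kinetically at 0 and 10 min.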
BLM inh: blocks DNA unwinding by human BLM helicase; P54132; recombinant BLM DNA unwinding, fluorescence dequenching; Potency, µM (series often up to 56.1 µM), inactives show at the top dose activity change, negative = inhibition, most hits filed as inhibitors; hit rate 0.2% among 350,000;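 note: potency is the fitted concentration of half-maximal effect; plate controls were vehicle for no effect and no enzyme for full effect; nearly all actives have a fitted effect of over 35% in size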
* hit, by the source's call; ? = inconclusive; . = no result given; & = joins results of further samples; [ ] = another dose, or the depositor's remark. Unless noted, calls come from the whole dose curve; as a rule, active = well fitted curve in the direction sought with a large enough effect; inconclusive = small, poorly fitted or top-dose-only effect, or another doubt; inactive = no such curve, though single readings can be large; an effect the other way counts as inactive or inconclusive.

SMILES	Pol beta inh	Pol kappa inh	Pol iota inh	GRP78 ERSR act	LDHA inh	Anesthetic bind	APEX1 inh	POLH inh	BLM inh
COc1ccc(NC(=O)CNC(=O)c2nn(-c3ccc(OC)c(Cl)c3)c(=O)c3ccccc23)c(OC)c1	8%	4%	23%	-5%	-6	2%	-21%	-15%	-5%
CC1(C)SC(=S)N(/N=C/c2ccc(O)cc2)C1N(O)C(=O)Nc1ccc([N+](=O)[O-])cc1 (centres undefined)	-1%	0%	-5%	-4%	-4	-23%	-5%	-19%	-11%
CCn1cc(C(=O)NCc2ccco2)c(=O)c2cc(S(=O)(=O)N3CCCC3)ccc21	23%	1%	30%	-2%	-1	-2%	-2%	-21%	-13%
COc1ccc(CCN=C(N)NS(=O)(=O)c2cccs2)cc1OC	-8%	-6%	6%	-5%	-14	-1%	-2%	-6%	3%
O=C(Nc1cccnc1)c1ccc(Cl)c(S(=O)(=O)N2CCCCC2)c1	21%	-9%	51%[activator]	-4%	0	-12%	25%	-23%	-5%
CCc1nc(SCC(=O)N2CCCC2)c2c(=O)n(C)c(=O)n(C)c2n1	11%	-13%	31%[activator]	-6%	-1	-16%	21%	-7%	1%
O=C(c1cccs1)N1CCC(c2nc3c(nnn3Cc3cccc(Cl)c3)c(=O)[nH]2)CC1	1%	9%	77%[activator]	-1%	-3	-5%	72%[activator]	-18%	-2%
COC(=O)N/C(C)=C1/NC(=O)c2ccccc2C(c2ccccc2)N1 (centres undefined)	7%	-2%	2%	3%	-9	-13%	-7%	-8%	-2%
CCOCCCNC(=O)c1cn(C)c(=O)c2cc(OC)c(OC)cc12	2%	4%	18%	-4%	3	3%	2%	3%	-4%
CCNc1cccc2c1C(=O)N(C)C2=O	18%	3%	35%[activator]	-2%	-1	163%[activator]	1%	-1%	3%
CCn1cc(C(=O)NCc2ccc3c(c2)OCO3)c2cc(OC)c(OC)cc2c1=O	33%[activator]	0%	26%	-6%	1	-3%	0%	-2%	-13%
N/C(=N\NC(=O)c1ccc(Cl)cc1)c1cnccn1	3%	4%	?	0%	9	3%	-2%	-6%	0%

5 compounds from above, ordered by molar mass, rising:
SMILES	Pol beta inh	Pol kappa inh	Pol iota inh	GRP78 ERSR act	LDHA inh	Anesthetic bind	APEX1 inh	POLH inh	BLM inh
CCNc1cccc2c1C(=O)N(C)C2=O	18%	3%	35%[activator]	-2%	-1	163%[activator]	1%	-1%	3%
CCc1nc(SCC(=O)N2CCCC2)c2c(=O)n(C)c(=O)n(C)c2n1	11%	-13%	31%[activator]	-6%	-1	-16%	21%	-7%	1%
CCn1cc(C(=O)NCc2ccco2)c(=O)c2cc(S(=O)(=O)N3CCCC3)ccc21	23%	1%	30%	-2%	-1	-2%	-2%	-21%	-13%
CC1(C)SC(=S)N(/N=C/c2ccc(O)cc2)C1N(O)C(=O)Nc1ccc([N+](=O)[O-])cc1 (centres undefined)	-1%	0%	-5%	-4%	-4	-23%	-5%	-19%	-11%
COc1ccc(NC(=O)CNC(=O)c2nn(-c3ccc(OC)c(Cl)c3)c(=O)c3ccccc23)c(OC)c1	8%	4%	23%	-5%	-6	2%	-21%	-15%	-5%

The list goes on:
SMILES	Pol beta inh	Pol kappa inh	Pol iota inh	GRP78 ERSR act	LDHA inh	Anesthetic bind	APEX1 inh	POLH inh	BLM inh
Cn1cc(S(=O)(=O)N2CCC(Cc3ccccc3)CC2)c(=O)n(C)c1=O	19%	-1%	20%	-4%	-1	-8%	-1%	-11%	-3%
COc1cc(C)c(CNc2ccc(OC)c(OC)c2)cc1C	1%	.	.	.	.	-13%	-7%	.	-15%
O=c1oc2cc(O)c(Cl)cc2c2ccccc12	45%	-21%	3%	-2%	2	2%	3%	-16%	5%
Cc1ccc(S(=O)(=O)N2CCCN(C(=O)CNC(=O)c3ccccc3)CC2)cc1	.	-21%	14%	-3%	-2	.	-10%	-5%	.
c1cncc(-c2nc(NCc3ccco3)c3ccccc3n2)c1	3%	-8%	?	0%	1	-17%	-2%	-13%	0%
N#Cc1nc(Cc2ccccc2)oc1N1CCN(c2cccc(Cl)c2)CC1	9%	-8%	-11%	2%	-3	-8%	1%	-15%	-4%
O=C1CN(C(=O)/C=C/c2ccc(Br)cc2)CCN1	-16%	-5%	152%[activator]	-2%	-6	1%	7%	-11%	-1%
CCN(CC(=O)Nc1cc(Cl)ccc1C)C(=O)C1COc2ccccc2O1 (centres undefined)	.	-19%	-26%	-3%	3	.	25%	-11%	.
NCCCn1cnc2ccccc21	3%	-6%	13%	-2%	-2&0	0%	5%	-3%	2%
O=C(ONC(=O)C1C2C=CC(C2)C1C(=O)NOC(=O)c1ccccc1)c1ccccc1 (centres undefined)	.	-2%	58%[activator]	0%	4	.	.	-7%	.
CCCNc1ccc(-c2nc(-c3ccncc3)no2)cc1[N+](=O)[O-]	20%	-1%	-19%	-3%	-13	-24%	.	1%	-4%
O=C(Nc1nccs1)c1nc(-c2ccccc2)n(-c2ccccc2)n1	15%	-5%	12%	-4%	-3	-13%	1%	-11%	1%
CC(CCO)Nc1nc2c([nH]1)c(=O)n(C)c(=O)n2C (centres undefined)	5%	-5%	-16%	-2%	-1	-4%	8%	4%	-1%
O=C(Nc1nnc(-c2ccccc2)o1)Nc1ccc(F)cc1F	-1%	-15%	53%[activator]	2%	-10	-5%	-8%	-14%	-7%
Cc1ccc2cc(CCNC(=O)c3ccco3)c(=O)[nH]c2c1C	2%	1%	17%	-7%	-2	2%	3%	-15%	4%
O=C(CCNC(=O)c1ccccc1Cl)Nc1nc2ccccc2[nH]1	.	-1%	53%[activator]	-5%	-3	.	20%	-4%	.
O=C(Nc1ccc(Oc2ccccc2)cc1)N[C@@H](Cc1ccccc1)C(=O)O	35%	-33%	-13%	-5%	1	2%	-2%	2%	0%
Cc1ccccc1C(=O)N1CCN(c2nc(N3CCOCC3)nc(N3CCOCC3)n2)CC1	37%	-1%	2%	-1%	?	-5%	-1%	-15%	-5%
NC(=O)[C@@H]1CCCN1Cc1nc(Cc2cccc(C(F)(F)F)c2)no1	0%	1%	43%[activator]	-3%	1	-10%	0%	-21%	-4%
Cc1cccc(OCC(=O)OCc2cc(=O)n3nc(C4CC4)sc3n2)c1	19%	30%	38%[activator]	-1%	-3	?	.	1%	-5%
O=[N+]([O-])c1ccc(/C=C/C2=NN(c3ccccc3)C(c3ccco3)C2)o1 (centres undefined)	?	?	?	-2%	1	-14%	?	?	-22%
CCC(C)(C(=O)NC1CCCCC1)N(Cc1ccco1)C(=O)c1ccccn1 (centres undefined)	1%	10%	-6%	-3%	2	-11%	0%	-17%	-3%
Cc1ccc(-n2nc(C(=O)N3CCN(c4cccc(C(F)(F)F)c4)CC3)c3c4ccccc4n(C)c3c2=O)cc1	12%	-1%	-11%	.	-1	3%	.	.	-2%
Cn1nc(-c2ccccc2)c(C(O)c2ccc(Cl)cc2)c1Cl (centres undefined)	1%	-6%	6%	-1%	-1	4%	-3%	-8%	-5%
COc1cccc(NC(=O)CN(C2=NC3CS(=O)(=O)CC3S2)c2cccc(C)c2)c1 (centres undefined)	16%	-1%	9%	-7%	-3	-9%	6%	-15%	2%
O=C(Cn1cc([N+](=O)[O-])cn1)Nc1nc2ccccc2s1	-3%	-3%	-1%	-2%	-2	-6%	-1%	4%	3%
O=C1C2C3C=CC(C2C(=O)N1C1CCCCC1)C1C(=O)N(C2CCCCC2)C(=O)C31 (centres undefined)	-3%	-6%	17%	-5%	1	-8%	-4%	-12%	2%
O=C(Nc1ccncc1)c1ccc(NS(=O)(=O)c2ccc3[nH]c(=O)[nH]c3c2)cc1	3%	-4%	5%	-4%	-5	-12%	28%	-17%	-10%
O=C(CN1CCN(Cc2ccccc2Cl)C1=O)NCCc1ccc(Cl)cc1	30%	10%	15%	-3%	0	-9%	.	-7%	-1%
O=C(Nc1cccc(C(=O)O)c1)/C(=C/c1ccccc1)NC(=O)c1cccc(Br)c1	.	-11%	-15%	-3%	-1	.	.	-4%	.
CCN1CCN(C(=O)C(C)Nc2ccc(OC)cc2OC)CC1 (centres undefined)	2%	17%	24%	1%	3	-12%	4%	-15%	-1%
COCCCNC(=O)CCc1c(C)nc2nc(-c3cc(OC)cc(OC)c3)nn2c1C	2%	-14%	13%	0%	-5	-8%	.	-4%	4%
O=C(NCCCN1CCN(c2ccccc2F)CC1)C1CCC(=O)N1C1CCCCC1 (centres undefined)	23%	-4%	2%	-1%	-4	-9%	-3%	-10%	0%
O=C(O)c1cccc(NC(=O)c2ccc(Cl)c(S(=O)(=O)N3CCCCCC3)c2)c1	?	-15%	14%	-11%	-7	-5%	-3%	-3%	-1%
CC1CC(CCN)(c2ccccc2)C(C)CN1C (centres undefined)	2%	-4%	-3%	-7%	-3	-5%	0%	-23%	-12%
Cc1cc2[nH]cnc2c([N+](=O)[O-])c1C	-3%	3%	73%[activator]	-1%	10	-12%	4%	-13%	-2%
CCOc1ccc(C(=O)Nc2cccc(-n3cnnn3)c2)cc1OCC	-22%	-26%	56%[activator]	0%	-10	-12%	-15%	-1%	2%
CCC(Sc1ncnc2sc3c(c12)CCCC3)C(=O)OCC(C)C (centres undefined)	-5%	-3%	2%	-7%	0	-12%	.	-12%	-4%
CN(Cc1ccc(Cl)cc1)C(=O)c1ccc(S(=O)(=O)NCc2ccco2)cc1	.	-3%	6%	-2%	0	.	1%	-9%	.
CCC(=O)Nc1ccc(S(=O)(=O)NCC2CCCO2)cc1 (centres undefined)	?	-15%	-12%	-2%	-3	-1%	-5%	0%	1%
Cc1cc2occ(CC(=O)N(C)CC(=O)Nc3c(C)cccc3C)c2cc1C	.	-9%	7%	-2%	-2	.	6%	-4%	.
N#Cc1ccc(C23CC4(C2)[C@H](CN(Cc2ccc(C(F)(F)F)cc2)[C@@H]4c2ccccc2)C3c2ccccc2)cc1 (some centres undefined)	-1%	-12%	3%	-2%	-4	3%&-3%	-4%&3%	-13%	-3%&-5%
Cc1ccc(C)c(SCC(=O)NC(=O)NC2CCCC2)c1	.	14%	10%	-2%	2	.	0%	-17%	.

The list is partial. The share of hits here may be higher or lower than overall.
